Source: PubChem (several laboratories)
TROY signal inh = inhibitors of TROY-driven NF-kB signaling, primary screen, Q293 LMP1-TROYcd cells, NF-kB luciferase, uHTS; Q293 LMP1-TROYcd NF-kB luciferase reporter, 4 h; inhibition, % at 10 µM; actives 0.98% (n = 360,000); AID 1347056, 2019;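 active means compounds whose plate-normalised and pattern-corrected inhibition of the luciferase reporter signal at the single screening dose is 50% or more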
TRAIL sens C8 = viability loss with TRAIL in NB7+C8 cells, primary screen, TRAIL sensitizer project, cell-based, ATPlite luminescence; inhibition (viability loss, TRAIL sensitization), % at 10 µM; actives 1% (n = 360,000);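 active means compounds causing at least 50% loss of cell viability in the single-dose screen, relative to plate controls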
LRH-1 inv ag = LRH-1 (NR5A2) inverse agonists, primary screen, cell-based, luminescence, HEK293T, StAR-luciferase reporter. actives 0.13% (n = 360,000). AID 602396, 2012. LRH-1 transfected, 24 h. inhibition, % at 3.6 µM. Nuclear receptor subfamily 5 group A member 2 (Homo sapiens), O00482;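 active means inhibition above the mean inhibition of all tested compounds plus 3 SD, cut at about 73% in these data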;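 further: 0% = DMSO wells and 100% = reporter-only cells lacking LRH-1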
Vif imaging = HIV Vif self-association inhibitors, primary screen, imaging, HEK293T, single point; HEK293T cells, Vif self-association by quenched fluorescence, 24 h; inhibition, % at 7.49 µM; actives 0.35% (n = 340,000); in the data active means inhibition above about 50%, passing the limit was not always enough; inconclusive means no clear call, values can overlap the other calls; inactive means below about 31%; further: some results filed as inactive read as strong as hits
NCOA3 inh = SRC3 coactivator transcriptional activity inhibitors, primary screen, cell-based, luminescence. Nuclear receptor coactivator 3 (Homo sapiens), Q9Y6Q9. HEK293 GAL4-SRC3 luciferase reporter. inhibition, % at 3.6 µM. actives 0.17% (n = 360,000). AID 588352, 2011;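 active means inhibition above a per-campaign cutoff, the mean of all compounds plus 3 SD, cut at about 60% in these data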;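 further: 0% = DMSO-treated cells and 100% = gossypol-treated cells at 36 µM; higher means less SRC3-driven luciferase light from the GAL4 reporter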
LMP1 NFkB inh = EBV LMP1-driven NF-kappaB luciferase reporter inhibitors, primary screen, cell-based, luminescence, single point; LMP1-induced NF-kappaB luciferase reporter cells; inhibition, % at 12.5 µM; actives 0.69% (n = 350,000); in the data active means inhibition above about 41%; inconclusive means no clear call, values can overlap the other calls;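 further: 0% = neutral control wells and 100% = reference inhibitor control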
NR2F2 inh = NR2F2 transcriptional activity inhibitors, primary screen, cell-based, luciferase reporter, HEK293T, luminescence. HEK293T NGFI-A luciferase reporter. actives 0.7% (n = 370,000). COUP transcription factor 2 (Homo sapiens), P24468. AID 686940, 2013. inhibition, % at 8.6 µM;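 active means inhibition above a per-plate cutoff, mean inhibition of test wells between control levels plus 3 SD, cut at about 38% in these data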;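 further: cells cotransfected with COUP-TFII expression vector driving the NGFI-A reporter; 0% = median of COUP-TF2 test wells and 100% = reporter-only cells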
NOD2 RIPK2 PPI = NOD2-RIPK2 binding disruptors in cells, primary screen, fluorescence, CHO cells, BLA complementation. Receptor-interacting serine/threonine-protein kinase 2 (Homo sapiens), O43353. inhibition, % at 4.98 µM. CCF4 ratio. actives 0.38% (n = 360,000). AID 624267, 2012; in the data active means inhibition above about 21%;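 further: 0% = vehicle only and 100% = reference blocker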
SRC2 inh = inhibition of GAL4-SRC2 driven luciferase reporter, primary screen, SRC2 inhibitor project, cell-based, luminescence. Nuclear receptor coactivator 2 (Homo sapiens), Q15596. HEK293 GAL4-SRC2 luciferase reporter. inhibition, % at 9 µM. actives 0.17% (n = 370,000). AID 651957, 2012;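 active means inhibition above the mean inhibition of all tested compounds plus 3 SD, set per campaign, cut at about 52% in these data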;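 further: 0% = DMSO treated cells and 100% = cells given Gossypol at 36 µM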
Target sequence (Q15596 whole entry, looked up, the tested form may be a part): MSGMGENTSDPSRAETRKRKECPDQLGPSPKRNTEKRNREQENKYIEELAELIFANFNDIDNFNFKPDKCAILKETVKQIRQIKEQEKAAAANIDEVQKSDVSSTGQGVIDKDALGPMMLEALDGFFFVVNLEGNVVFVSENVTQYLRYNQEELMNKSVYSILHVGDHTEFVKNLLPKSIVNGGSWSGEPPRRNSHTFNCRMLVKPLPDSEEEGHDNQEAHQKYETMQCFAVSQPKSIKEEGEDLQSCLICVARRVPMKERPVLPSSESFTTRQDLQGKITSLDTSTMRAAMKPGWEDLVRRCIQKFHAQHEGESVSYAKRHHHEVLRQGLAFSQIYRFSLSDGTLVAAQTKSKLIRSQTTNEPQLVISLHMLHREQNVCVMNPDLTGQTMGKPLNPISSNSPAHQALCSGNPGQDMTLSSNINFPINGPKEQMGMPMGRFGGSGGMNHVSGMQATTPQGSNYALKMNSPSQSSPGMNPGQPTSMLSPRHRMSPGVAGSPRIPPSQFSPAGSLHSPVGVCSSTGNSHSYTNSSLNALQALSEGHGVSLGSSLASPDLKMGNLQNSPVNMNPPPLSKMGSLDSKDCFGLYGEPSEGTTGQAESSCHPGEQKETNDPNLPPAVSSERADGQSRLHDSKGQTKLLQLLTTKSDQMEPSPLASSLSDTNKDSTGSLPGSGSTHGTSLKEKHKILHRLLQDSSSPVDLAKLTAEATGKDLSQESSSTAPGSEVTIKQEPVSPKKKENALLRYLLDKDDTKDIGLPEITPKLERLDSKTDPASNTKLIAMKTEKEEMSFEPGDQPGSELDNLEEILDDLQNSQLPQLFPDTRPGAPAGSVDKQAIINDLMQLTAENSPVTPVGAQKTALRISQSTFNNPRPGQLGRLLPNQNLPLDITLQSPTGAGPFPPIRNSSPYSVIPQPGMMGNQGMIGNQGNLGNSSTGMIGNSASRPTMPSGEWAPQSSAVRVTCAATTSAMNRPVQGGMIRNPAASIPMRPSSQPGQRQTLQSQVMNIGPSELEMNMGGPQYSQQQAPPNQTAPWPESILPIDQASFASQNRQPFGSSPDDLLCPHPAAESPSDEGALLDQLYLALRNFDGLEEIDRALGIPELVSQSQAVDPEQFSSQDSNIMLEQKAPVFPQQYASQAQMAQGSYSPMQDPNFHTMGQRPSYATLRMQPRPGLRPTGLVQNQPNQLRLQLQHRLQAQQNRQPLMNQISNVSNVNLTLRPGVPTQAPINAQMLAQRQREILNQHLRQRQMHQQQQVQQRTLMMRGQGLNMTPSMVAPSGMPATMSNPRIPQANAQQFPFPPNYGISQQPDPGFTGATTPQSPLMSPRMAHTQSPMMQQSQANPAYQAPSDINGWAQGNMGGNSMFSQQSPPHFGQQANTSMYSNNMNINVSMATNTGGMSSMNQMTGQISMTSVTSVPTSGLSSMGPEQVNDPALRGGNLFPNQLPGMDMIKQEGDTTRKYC
TLR9-MyD88 inh = inhibitors of TLR9-MyD88 association in cells, primary screen, cell-based, CHO, BLA complementation, fluorescence; CCF4 FRET ratio; inhibition, % at 4.98 µM; actives 0.21% (n = 340,000);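 active means inhibition above the mean over all tested compounds plus 3 SD, cut at about 21% in these data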;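 further: 0% = DMSO only wells and 100% = clavulanate BLA inhibitor control wells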
SRC1 inh = SRC1 coactivator transcriptional activity inhibitors, primary screen, cell-based, luminescence; Nuclear receptor coactivator 1 (Homo sapiens), Q15788; HEK293 GAL4-SRC1 luciferase reporter; inhibition, % at 3.6 µM; actives 0.12% (n = 360,000);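 active means inhibition above the campaign mean plus 3 SD, with each screening campaign given its own cutoff, cut at about 60% in these data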;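 further: 0% = DMSO treated cells and 100% = gossypol at 36 µM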
* hit, by the source's call; ? = inconclusive; nt = not tested or not shown.

Each structure is followed by: TROY signal inh | TRAIL sens C8 | LRH-1 inv ag | Vif imaging | NCOA3 inh | LMP1 NFkB inh | NR2F2 inh | NOD2 RIPK2 PPI | SRC2 inh | TLR9-MyD88 inh | SRC1 inh
N#Cc1nc(COc2ccccc2Cl)oc1NCc1cccnc1
 : -7 | -11 | 3 | 7 | 5 | -50 | -5 | 6 | -6 | -2 | 7
CC(=O)c1ccc(S(=O)(=O)N(C)CC(=O)Nc2cc(C)on2)cc1
 : -12 | -2 | 3 | -7 | -6 | 0 | -11 | -5 | -48 | -5 | -7
CC(C)c1cc(Cn2c3ccccc3c(=O)n2C(C)Cn2cc(C3=CCCCC3)nn2)on1 (centres undefined)
 : nt | 2 | 3 | nt | nt | nt | 9 | 0 | 4 | nt | nt
COc1ccc(OC)c(C(=O)NC2CCSc3ccccc32)c1 (centres undefined)
 : 5 | -9 | -3 | 18 | -13 | -9 | -20 | -1 | -28 | -3 | -1
CN(C(=O)CCc1nc(-c2ccccc2F)no1)c1ccccc1
 : -19 | 13 | -20 | ? | -48 | -1 | -7 | -9 | -29 | -50 | -32
COc1ccc(N(CC(=O)NCCC2=CCCCC2)S(C)(=O)=O)cc1
 : -18 | -1 | 10 | -7 | 12 | -10 | 0 | -5 | 2 | -10 | 10
Cc1cccc(C)c1NC(=O)C(=O)NCCCN1CCOCC1
 : -5 | -7 | 9 | 2 | -2 | 0 | 2 | -8 | -38 | 4 | 8
COc1ccc(C(=O)N2CCN=C2SCc2cccnc2)c(OC)c1
 : 11 | -9 | -15 | -7 | 8 | 15 | -3 | -3 | -1 | -4 | -22
CN(C1CCCCC1)S(=O)(=O)c1cc2c(cc1Cl)NC(=O)CO2
 : -7 | 0 | -7 | -8 | -4 | 12 | 1 | 8 | -6 | 2 | -3
CCc1c(C)c2cc(Cl)c(O)c(CN(CC)CC)c2oc1=O
 : -45 | -17 | -19 | nt | 5 | -8 | -11 | -1 | -42 | -9 | -53
CCOc1ccc(OCC(=O)c2c(O)c3ccccc3oc2=O)cc1
 : -8 | -2 | -23 | 5 | 2 | 0 | -3 | -2 | -4 | -12 | -6
Cc1ccc(C(=O)N/C(=C\c2ccco2)C(=O)NCCCn2ccnc2)cc1
 : 28 | -9 | -4 | 1 | 14 | 1 | 1 | -4 | -51 | 1 | -10
COc1ccc(OC(C)C(=O)Nc2ccccc2F)cc1 (centres undefined)
 : -10 | -2 | -2 | 8 | 14 | 8 | 14 | -7 | -19 | 3 | -27
O=C(NCC(c1ccco1)N1CCc2ccccc21)C(=O)Nc1ccccc1F (centres undefined)
 : -20 | -7 | 8 | -5 | 2 | 0 | 12 | 5 | -4 | -6 | -9
CN(C)S(=O)(=O)c1cccc(NC(=O)c2cccc(S(=O)(=O)N3CCCCCC3)c2)c1
 : 45 | 34 | 4 | -2 | 4 | -12 | 13 | -11 | -6 | -4 | 4
CCN(CC)c1nc(C)nc2c1cnn2CCc1ccccc1
 : -37 | -18 | -100 | 35 | -66 | -45 | -16 | -9 | -36 | 3 | -94
O=C(NC(C(=O)N/N=C/c1c2ccccc2cc2ccccc12)c1n[nH]c(=O)c2ccccc12)c1ccccc1 (centres undefined)
 : -28 | 13 | -20 | nt | -7 | -7 | -17 | 4 | -13 | 3 | -14
Cc1ccc(-c2cc(-c3ccccc3)c(C#N)c(N)n2)o1
 : 7 | -2 | 1 | nt | 2 | -9 | 21 | -3 | -36 | 1 | -18
FC(F)(F)C12CC(c3ccccc3)=NCCN1CCN2 (centres undefined)
 : 9 | -2 | 3 | -2 | 3 | 0 | -8 | 3 | 6 | -14 | -10
Nn1c(SCC(=O)Nc2ccc3c(c2)OCO3)nnc1C1CC1
 : -25 | -17 | 6 | -7 | -9 | 4 | -15 | 9 | -15 | -4 | 1

Single records (already shown). Order of screens: TROY signal inh | TRAIL sens C8 | LRH-1 inv ag | Vif imaging | NCOA3 inh | LMP1 NFkB inh | NR2F2 inh | NOD2 RIPK2 PPI | SRC2 inh | TLR9-MyD88 inh | SRC1 inh
Profile of CCOc1ccc(OCC(=O)c2c(O)c3ccccc3oc2=O)cc1 = -8 | -2 | -23 | 5 | 2 | 0 | -3 | -2 | -4 | -12 | -6
Profile of COc1ccc(OC(C)C(=O)Nc2ccccc2F)cc1 (centres undefined) = -10 | -2 | -2 | 8 | 14 | 8 | 14 | -7 | -19 | 3 | -27
Profile of O=C(NC(C(=O)N/N=C/c1c2ccccc2cc2ccccc12)c1n[nH]c(=O)c2ccccc12)c1ccccc1 (centres undefined) = -28 | 13 | -20 | nt | -7 | -7 | -17 | 4 | -13 | 3 | -14
Profile of CN(C)S(=O)(=O)c1cccc(NC(=O)c2cccc(S(=O)(=O)N3CCCCCC3)c2)c1 = 45 | 34 | 4 | -2 | 4 | -12 | 13 | -11 | -6 | -4 | 4
Profile of CCN(CC)c1nc(C)nc2c1cnn2CCc1ccccc1 = -37 | -18 | -100 | 35 | -66 | -45 | -16 | -9 | -36 | 3 | -94

The list goes on.
Each structure is followed by: TROY signal inh | TRAIL sens C8 | LRH-1 inv ag | Vif imaging | NCOA3 inh | LMP1 NFkB inh | NR2F2 inh | NOD2 RIPK2 PPI | SRC2 inh | TLR9-MyD88 inh | SRC1 inh
CCCc1cc(NCc2ccccn2)n2c(nc3ccccc32)c1C#N
 : -6 | 19 | 15 | -7 | -5 | 5 | 5 | -8 | -4 | -2 | 16
CCOc1ccc(NC(=O)C(Cc2ccccc2)N2C(=O)c3cccc4cccc(c34)C2=O)cc1 (centres undefined)
 : 1 | 12 | 2 | 14 | 15 | -19 | 16 | -10 | 0 | nt | 3
CC(C)NC(=S)Nc1cccc2cnccc12
 : -22 | 25 | 1 | 1 | 7 | 1 | 10 | 1 | -8 | 0 | -5
CCc1nnc(NC(=O)COc2ccc3ccccc3c2)s1
 : -16 | -2 | -1 | 16 | 5 | -13 | -10 | 9 | -9 | 0 | -79
CCOC(=O)c1ccc(NC2=CC(=O)CC(c3ccco3)C2)cc1 (centres undefined)
 : -26 | 3 | 2 | -7 | 13 | 2 | 11 | 10 | -13 | 8 | 14
CN(C)c1ccc(C(CNC(=O)c2ccc(F)cc2)c2c[nH]c3ccccc23)cc1 (centres undefined)
 : -32 | 3 | -2 | -1 | 5 | 5 | 7 | 4 | -3 | 1 | -11
CC(C)(C)C(=O)CSc1nc(N)cc(=O)[nH]1
 : -10 | -1 | -2 | 8 | 7 | 7 | 5 | -2 | -18 | 1 | -11
COc1ccc(C(NC(=O)c2cccc(F)c2)c2ccccc2)cc1 (centres undefined)
 : 3 | 4 | 14 | -2 | -4 | -1 | 0 | -6 | -11 | 4 | 10
CN1CCN(S(=O)(=O)c2ccc(NC(=O)c3ccc([N+](=O)[O-])cc3)cc2)CC1
 : -22 | -8 | -4 | 19 | 4 | -9 | -4 | -1 | 10 | -2 | 6
CCC(CC)COC(=O)C1=C(C)NC(=O)NC1c1ccc(OC)cc1 (centres undefined)
 : -8 | 3 | 4 | -2 | 15 | -14 | -8 | -6 | 10 | 4 | -6

(list continues)
SMILES | TROY signal inh | TRAIL sens C8 | LRH-1 inv ag | Vif imaging | NCOA3 inh | LMP1 NFkB inh | NR2F2 inh | NOD2 RIPK2 PPI | SRC2 inh | TLR9-MyD88 inh | SRC1 inh
CCN(CC(=O)Nc1ccccc1OC)CC(=O)Nc1c(Cl)ccc(C)c1Cl | 10 | 4 | -3 | 0 | 16 | 3 | 14 | -2 | 0 | -4 | 0
COc1cc2ncnc(NCc3ccccc3)c2cc1OC | 14 | 4 | -2 | 3 | -7 | 6 | 11 | -2 | 11 | 1 | 11
COc1cc(C(=O)O)nc2ccccc12 | 6 | -4 | -2 | 2 | 3 | -22 | 8 | 6 | -2 | 9 | -7
Cc1ccc(NC2CCCN(C(=O)c3ccc(C)c(N4CCNC4=O)c3)C2)cc1C (centres undefined) | -9 | -27 | 7 | nt | 15 | -2 | nt | -19 | nt | 6 | 2
O=C(NCc1ccncc1)c1csc([C@@H]2O[C@H](CO)[C@@H](O)[C@H]2O)n1 | 9 | -12 | -19 | 23 | 5 | nt | -7 | -1 | -19 | nt | -13
CCOC(=O)C1CCN(C(=O)C2CCN(S(=O)(=O)c3cccc4nsnc34)CC2)CC1 | 12 | -34 | -1 | 0 | 15 | 1 | 5 | -7 | -17 | -5 | 9
CCCn1c(=N)c(C(=O)NC2CCCC2)cc2c(=O)n3cccc(C)c3nc21 | -19 | -3 | 6 | 2 | -26 | -6 | -7 | -12 | -44 | -18 | -15
COc1ccc2ccccc2c1/C=N/NC(=S)Nc1cc(S(=O)(=O)N2CCOCC2)ccc1N1CCOCC1 | 9 | -9 | 2 | -15 | 17 | 2 | -1 | -4 | 6 | -7 | 12
Cc1cccc(-c2nc(CC(=O)Nc3cccc(S(=O)(=O)NC4=NCCC4)c3)cs2)c1 | -12 | 1 | -1 | -13 | -7 | 1 | 7 | -10 | 4 | -3 | 8
Cc1c(NC(=O)CCCCCN2C(=O)c3ccccc3C2=O)c(=O)n(-c2ccccc2)n1C | 9 | 3 | -1 | -5 | 13 | -7 | 16 | 6 | 8 | 1 | -9
O=S(=O)(NCC1CCCO1)c1ccc(S(=O)(=O)N(Cc2ccc(F)cc2)Cc2ccco2)cc1 (centres undefined) | 3 | -3 | -3 | -5 | 13 | 1 | 3 | 9 | 9 | 2 | -7
COc1ccccc1N(CC(=O)NCC1CCCO1)C(=O)CNS(=O)(=O)c1ccc(Cl)cc1 (centres undefined) | 9 | 1 | 15 | 4 | 11 | 5 | -5 | 5 | -9 | 12 | 2
COC(=O)CCCn1cc(CN(C)C2CN(Cc3cn(CCCC(=O)OC)nn3)S(=O)(=O)C2)nn1 (centres undefined) | 12 | -12 | -9 | nt | nt | nt | -17 | -4 | -17 | nt | nt

A portion of the library. The share of hits here may be higher or lower than overall.
